OX1R antag-1: antagonists of human orexin 1 receptor (OX1R). AID 485270, 2010. actives 1.8% (n = 330,000). inhibition, % at 6.6 µM. Orexin/Hypocretin receptor type 1 (Homo sapiens), O43613. OX1R-expressing cells, FRET antagonist read-out; in the data active = inhibition mostly above about 38%, no sharp cut-off; inactive = mostly below about 40%;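 also: 0% = agonist challenge alone and 100% = reference antagonist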
Target sequence (O43613 whole entry, looked up): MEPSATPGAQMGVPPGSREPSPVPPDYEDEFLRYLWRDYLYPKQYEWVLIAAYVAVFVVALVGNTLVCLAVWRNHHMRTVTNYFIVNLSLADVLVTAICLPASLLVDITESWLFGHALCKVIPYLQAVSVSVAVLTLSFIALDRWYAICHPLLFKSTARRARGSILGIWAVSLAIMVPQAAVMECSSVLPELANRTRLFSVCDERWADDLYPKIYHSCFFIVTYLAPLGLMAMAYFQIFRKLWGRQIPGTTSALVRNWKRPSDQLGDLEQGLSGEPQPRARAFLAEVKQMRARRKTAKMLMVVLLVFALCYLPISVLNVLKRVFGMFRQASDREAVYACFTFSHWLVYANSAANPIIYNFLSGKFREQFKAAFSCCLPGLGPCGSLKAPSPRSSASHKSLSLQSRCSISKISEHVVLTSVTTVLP
OX1R antag-2: OX1R (HCRTR1) antagonists, primary screen, fluorescence, CHO/OX1R cells, Fluo-8 calcium, orexin A; Fluo-8 calcium fluorescence; inhibition, % at 5 µM; actives 0.43% (n = 330,000); AID 434989, 2010;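 active = inhibition above its plate's threshold, mean inhibition of all tested compounds on the plate plus 3 SD, cut at about 37% in these data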;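 also: 0% = orexin A challenge wells and 100% = SB-334867-A antagonist wells; not every result past the cut was called active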
Numbers without * were called inactive.

The opening seven compounds, to show the layout:
OX1R antag-1,OX1R antag-2,smiles
7,-11,O=C(NCCCCNC(=O)c1cccs1)c1cccs1
6,-13,COCC(=O)N(C)C1(c2nnnn2CCOC(=O)Nc2ccc(Cl)cc2)CCCCC1
28,-3,COc1ccc(C2=NOC(c3nnc(-c4ccccc4)o3)C2)cc1 (configuration not stated)
24,-31,NC(=O)c1nsc(C(=O)N(Cc2cccnc2)C(C(=O)NC2CCCCC2)c2ccc(F)cc2)c1N (configuration not stated)
30,-11,COc1ccc(NCc2ccc([N+](=O)[O-])s2)c(OC)c1
-2,-4,COc1ccc2[nH]c(C(=O)NCCCn3ccnc3)cc2c1
6,-24,O=C1c2[nH]nc(-c3ccccc3O)c2C(c2cccc(O)c2)N1Cc1ccco1 (configuration not stated)

The whole of this part, from the first entry:
OX1R antag-1,OX1R antag-2,smiles
7,-11,O=C(NCCCCNC(=O)c1cccs1)c1cccs1
6,-13,COCC(=O)N(C)C1(c2nnnn2CCOC(=O)Nc2ccc(Cl)cc2)CCCCC1
28,-3,COc1ccc(C2=NOC(c3nnc(-c4ccccc4)o3)C2)cc1 (configuration not stated)
24,-31,NC(=O)c1nsc(C(=O)N(Cc2cccnc2)C(C(=O)NC2CCCCC2)c2ccc(F)cc2)c1N (configuration not stated)
30,-11,COc1ccc(NCc2ccc([N+](=O)[O-])s2)c(OC)c1
-2,-4,COc1ccc2[nH]c(C(=O)NCCCn3ccnc3)cc2c1
6,-24,O=C1c2[nH]nc(-c3ccccc3O)c2C(c2cccc(O)c2)N1Cc1ccco1 (configuration not stated)
6,-12,CC(=O)OCC(=O)C1=CCC2C3CCC4=CC(=O)C=CC4(C)C3(F)C(OC(C)=O)CC12C (configuration not stated)
9,-7,CCO/N=C(\C)c1c(O)cc(C(C)C)n(-c2ccccc2)c1=O
7,-28,O=C(NC1CCN(Cc2ccccc2)CC1)C1CCCN(c2nnc(-n3cccc3)s2)C1 (configuration not stated)
30,-45,Cc1ccc(-n2c(C)c3c(C)nnc(C)c3c2C)cc1C
38,-16,CCOc1ccc(C(=O)C[n+]2ccc(C(=O)NCc3ccccc3)cc2)cc1
12,-20,Cn1/c(=N\NC(=O)c2ccccc2Cl)sc2ccccc21
10,8,CC1=C(C(=O)OC(C)C)[C@@H](c2ccc(C)o2)NC(=O)N1
3,-21,CC1CCN(S(=O)(=O)c2ccc(Cl)cc2Br)CC1
15,-23,Cc1cccc(N2CCN(Cc3nc(-c4ccccc4Cl)oc3C)CC2)n1
12,-20,Fc1ccccc1-c1ccc(/C=N/Nc2nc3ccccc3[nH]2)o1
18,-7,CCN(CC)S(=O)(=O)c1ccc(NC(=O)COC(=O)c2ccc(Br)o2)cc1
11,-5,CCn1c(C)nc2cc(C(=O)NNC(=S)Nc3ccccc3)ccc21
1,-36,O=C1SCCC1NC(=O)C(c1ccccc1)c1ccccc1 (configuration not stated)
44,-12,COc1ccc(S(=O)(=O)n2nc(OC(=O)c3cccs3)cc2N)cc1
24,-8,COCCCNC(=O)/C(C#N)=C/c1c(N2CCN(c3ccccc3)CC2)nc2c(C)cccn2c1=O
17,7,Cn1c(=O)c2c(nc3n2CCCN3CCc2ccccc2)n(C)c1=O
32,-16,COc1ccc(CN2CCC(C(=O)N(C)CCc3ccc(OC)c(OC)c3)CC2)c(OC)c1

Whole records, quoted from the list.
Entry for CCN(CC)S(=O)(=O)c1ccc(NC(=O)COC(=O)c2ccc(Br)o2)cc1 = OX1R antag-1 = 18; OX1R antag-2 = -7
Entry for O=C1SCCC1NC(=O)C(c1ccccc1)c1ccccc1 (configuration not stated) = OX1R antag-1 = 1; OX1R antag-2 = -36
Entry for COc1ccc(CN2CCC(C(=O)N(C)CCc3ccc(OC)c(OC)c3)CC2)c(OC)c1 = OX1R antag-1 = 32; OX1R antag-2 = -16

(cont.)
OX1R antag-1,OX1R antag-2,smiles
1,-12,COc1ccc(C)cc1NC(=S)N1CC(C)OC(C)C1 (configuration not stated)
15,-6,C#CCNC(=O)C1=C[C@H](C2CC2)C[C@H](OCCCCO)O1
2,-4,O=C(NNS(=O)(=O)c1ccccc1)c1cnn(-c2ccc(Cl)cc2)c1C(F)(F)F
9,-58,Oc1[nH]c2ccccc2c1N=Nc1ccc(C(F)(F)F)cn1
11,-4,CCc1nnc(NC(=O)c2oc3ccc(Br)cc3c2C)s1
-3,-16,CN(C)S(=O)(=O)c1cccc(NS(=O)(=O)c2ccc(Cl)s2)c1
19,-27,CN(CCOc1ccc(Cl)cc1)C(=O)C1CCN(C(=O)c2ccc(F)cc2)CC1
17,5,CCCSc1nc(N)c(C#N)c(-c2ccc(C)cc2)c1C#N
12,-12,COc1ccc(N(CC(=O)Nc2cccnc2)S(=O)(=O)c2ccccc2)cc1Cl
0,-10,COc1cccc(OCC(=O)NN=C2c3ccccc3-c3ccccc32)c1
33,-25,Cc1nc2c(c(=O)n1CCC(C)C)c1nc3ccccc3nc1n2CC1CCCO1 (configuration not stated)
35,-6,CCc1ccc(C(=O)c2ccccc2C(=O)O)s1
8,-21,COc1ccc(OC)c(N=Cc2c(O)c3ccccc3oc2=O)c1
6,-30,O=C(NCCc1ccccn1)c1nc(Cn2cc([N+](=O)[O-])cn2)no1
6,-12,CC12CCC(=O)N1C(C(=O)Nc1cccc3ccccc13)CS2 (configuration not stated)
35,-14,CSc1ccc(C2NC(=O)c3c(sc4c3CCN(C)C4)N2)cc1 (configuration not stated)
8,-24,Cn1cccc1Cc1nnc(SCC(=O)Nc2ccc3c(c2)OCCO3)n1-c1ccc(F)cc1
6,-18,O=c1cc(CSc2nnc(COc3ccccc3)n2-c2ccccc2)c2ccccc2[nH]1
15,-43,COc1cc(OC)cc(C(=O)N[C@H](C(=O)OCC(=O)N2CCc3ccccc32)C(C)C)c1
4,-8,Cc1cc(C)cc(NC(=O)CSc2nnc(CN3CCOCC3)n2C)c1
17,-15,CCCC(=O)N1CCN(c2ccc(NC(=O)c3ccc(OCC)c([N+](=O)[O-])c3)cc2)CC1
11,-13,CCOc1ccc(NC(=O)Nc2ccccc2SC)cc1
8,-34,Cc1ccc(S(=O)(=O)Nc2ccc3c(c2)n(C)c(=O)n3C)cc1
12,-15,CNC(=S)NNC(=O)c1sccc1OCc1cccc(C(F)(F)F)c1
22,-16,C#CCSc1ncc(-c2ccccc2)cn1
16,-1,COc1ccc([N+](=O)[O-])cc1NC(=O)CSc1nc(C)c(C)c(C)n1
14,8,CCN(CC(=O)Nc1cc(Cl)ccc1C)C(=O)COc1ccccc1F
22,-16,CCOC(=O)C(CCSC)Nc1nc(Cl)nc(Nc2ccc(Cl)cc2)n1 (configuration not stated)
18,-17,CC(C)c1nnc(SCC(=O)Nc2ccc3c(c2)OCCO3)n1C
17,3,O=C(OCCOCCN=C1NS(=O)(=O)c2ccccc21)c1ccccc1
32,-37,CCn1c(=O)n(CC)c2cc(N3CCCC3)c(NC(=O)c3ccccc3)cc21
30,-2,Cc1ccc(N2C(=O)CSC2=S)cc1C
2,-16,CCN1C(=O)[C@H]2[C@@H](c3ccc(C)cc3)N3C(=O)N(c4cccc(Br)c4)C(=O)[C@@]3(CC)[C@H]2C1=O
9,-1,CCOC(=O)C1CCCN(CCC(=O)Nc2ccc(Br)cc2)C1 (configuration not stated)
25,-4,Cc1ccc(Cc2nnc(SCC(=O)Nc3ccccc3Cl)[nH]c2=O)cc1
15,-3,Cn1c(=O)oc2cc(S(=O)(=O)N3CCCC(C(=O)NCc4ccc5c(c4)OCO5)C3)ccc21 (configuration not stated)
31,-29,O=S(=O)(c1ccccc1)c1nc(NCc2cccnc2)sc1Cl
21,4,COc1cccc(C(=O)NNC(=O)Cc2ccc([N+](=O)[O-])cc2)c1
8,-43,COc1ccc(-c2cc(C(F)(F)F)nc(N3CCCCC3)n2)cc1OC
3,-4,O=C(NCC1CCCO1)C1CCN(C2CCN(C(=O)CC3CCCC3)CC2)CC1 (configuration not stated)
10,-27,Cc1ccc(S(=O)(=O)N(C)C)cc1NC(=O)C1CCCCN1S(=O)(=O)c1ccccc1 (configuration not stated)
5,-14,Cc1cccc2cc3c(N)c(C#N)sc3nc12
2,-17,Cc1ccc(-n2nc(C(=O)c3ccccc3)n3c(=O)cc(-c4ccccc4)nc23)cc1
24,19,CC1CCN(C(=O)c2ccc3c(c2)NC(=O)CN3)CC1
-2,-13,O=C(CSc1nnc(NC(=O)CN2CCOCC2)s1)Nc1ccccc1
19,-21,O=S(=O)(Nc1cccnc1)c1ccc(F)cc1
7,-22,COc1ccc(N/C(N)=N/c2nc(C)c(Cc3ccccc3)c(=O)[nH]2)cc1
20,-11,CC(=O)Nc1ccc(NC(=O)CCC(=O)OCC(=O)c2cccc([N+](=O)[O-])c2)cc1
20,-26,Cc1nonc1OCCNCCNc1ccccc1[N+](=O)[O-]
4,-9,COc1cc(C(=S)NC2CCCCC2)ccc1O
24,-17,COc1ccc(CCNC(=O)C2CCC(CNS(=O)(=O)c3ccccc3)CC2)cc1OC (configuration not stated)
8,-12,COc1ccccc1N1CCN(Cc2nc3ccccc3[nH]2)CC1
38,1,COc1cccc(N2C(=O)CC(NNc3nc4ccccc4s3)C2=O)c1 (configuration not stated)
17,-17,CCN(CC)S(=O)(=O)c1ccc(OC)c(-n2cnnn2)c1
24,1,CC1(Br)C2CCCC1C2S(=O)(=O)c1ccccc1 (configuration not stated)
6,1,CC(C)C(NC(=O)C(Cc1ccccc1)NC(=O)OCc1ccccc1)C(=O)O (configuration not stated)

Continuation.
OX1R antag-1,OX1R antag-2,smiles
12,1,COc1cccc(CCC(=O)O)c1OC
6,-9,COc1ccc(NC(=O)Cn2nnc(C(=O)NCc3cccc(OC)c3)c2N)cc1
2,-5,O=c1oc2ccccc2n1Cn1c(=O)oc2ccccc21
5,11,COc1ccc(C(=O)Oc2ccc(=O)n(-c3ccccc3)n2)cc1
12,-13,O=C(NCc1ccc(F)cc1)C1CCCN(c2cnccn2)C1 (configuration not stated)
8,-1,NC1=NC(c2ccccc2Cl)n2c(nc3ccccc32)N1 (configuration not stated)
25,-20,O=c1c([N+](=O)[O-])cc(C(F)(F)F)cn1Cc1cccc(Cl)c1
9,-19,Nc1ccc(-c2nc3c(ccc4ccccc43)[nH]2)cc1
-4,-13,COc1cccc(-n2cc(-c3ccc(F)cc3)[nH]c2=S)c1
11,-6,c1ccn2cc(CSC3=NCCS3)nc2c1
12,-16,COc1ccc(OC)c(C2C(C#N)=C(N)Oc3c2c(C)nn3-c2cccc(Cl)c2)c1 (configuration not stated)
8,-3,Nc1nonc1-c1nc2ccccc2n1CC(=O)N/N=C\c1ccc(-c2ccc(Cl)cc2)o1
10,-18,CCN(CC)S(=O)(=O)c1cccc(-c2nnc(SCc3nnc(-c4ccccc4)o3)n2C)c1
20,-15,OCCNc1nc(OCC(F)(F)F)nc(N2CCN(C34CC5CC(CC(C5)C3)C4)CC2)n1
20,-41,O=S(=O)(NC1CCN(Cc2ccccc2)CC1)c1cccc(S(=O)(=O)N2CCOCC2)c1
0,-6,O=C(O)CNS(=O)(=O)c1ccc2[nH]c(=O)c(=O)[nH]c2c1
3,-18,COc1cccc(-n2nc3c(=S)[nH]nc(C)c3c2C)c1
4,-7,Cc1ccc(C(=O)NCC(=O)OC(C)C(=O)NC2CCCCC2C)cc1C (configuration not stated)
24,2,O=C(NC(Cc1ccccc1)C(=O)O)/C(=C/c1ccc([N+](=O)[O-])cc1)NC(=O)c1ccccc1 (configuration not stated)
6,-25,CC(C)CCSc1nnc(Cn2c(=O)sc3ccccc32)n1C
4,-14,O=C(NC1CCCCCC1)C1CCN(S(=O)(=O)c2cnc[nH]2)CC1
6,-32,O=C(COC(=O)Cc1ccccc1F)NCc1ccc(Cl)cc1
9,-17,COc1ccc(C2Nc3ccccc3C(=O)N2Cc2ccccc2)cc1OC (configuration not stated)
9,-12,CN(C)C(=O)COC(=O)c1cccc(S(=O)(=O)Nc2ccc(OCc3ccccc3)cc2)c1
5,-25,CCN(CC)CCOC(=O)c1ccc(N/C=C(/C#N)c2nc(-c3ccc4c(c3)OCO4)cs2)cc1
12,12,Oc1ccc(-c2cnc(-c3ccc(O)cc3)nc2)cc1
5,-22,COC(=O)c1cc(S(=O)(=O)N2CCN(Cc3ccccc3)CC2)c[nH]1
30,-21,O=C(COc1ccccc1)Nc1ccccc1C(=O)NC1CC1
19,-11,COc1cccc2c(=O)cc(C)n(CC(=O)Nc3cccc(C)c3)c12
0,-11,O=C(c1ccc(F)cc1)C1CCN(C(=O)N2CCOCC2)CC1
15,-13,CC(=O)Cc1ccccc1OC(=O)c1ccco1
0,-18,O=C1Nc2ccc(Br)cc2C1(O)c1ccc(F)cc1 (configuration not stated)
11,7,COc1ccccc1NC(=O)NCCN1CCNC1=O
13,1,Clc1ccccc1-c1nnc2n1-c1ccccc1SC2
6,3,CC(=O)Nc1nnc(COc2ccccc2)s1
-6,2,Cc1cccc(C(=O)NC(=S)NNC(=O)c2ccccc2Cl)c1
12,-7,Cc1ccc(N2CC(C(=O)NCCN3CCOCC3)CC2=O)cc1 (configuration not stated)
13,-31,CCCOc1ccc(C(=O)NCC(c2cccs2)N(C)C)cc1 (configuration not stated)
35,-31,CCOCCn1c(=NC(=O)CSCC(=O)Nc2cc(C)on2)sc2cc(OC)ccc21
17,-16,Cc1ccccc1C(=O)Nc1nnc(-c2ccco2)o1

No enrichment for hits; any-hit rate near 2%.
